HT1080 IDH1KD tx – qHTS for induction of synthetic lethality in tumor cells producing 2HG: qHTS for the HT-1080-IDH1KD cell line. HT-1080 IDH1 knockdown viability, ATP luminescence, 48 h. Potency, µM (doses to about 46.1 µM), for inactives: top-dose activity, negative = toxicity, actives largely listed as cytotoxic. actives 2% (n = 360,000);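 note: potency is the fitted concentration of half-maximal effect; 0% = DMSO wells and -100% = cell-free medium wells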
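After a 2 h attachment period, IDH1KD HT-1080 cells took pin-transferred compound for 48 h at 37 °C; ATP-based luminescence after 10 min room-temperature reagent incubation reported viability.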
ATXN2 expr inh – Primary qHTS for Inhibitors of ATXN expression | HEK-293 ATXN2-luciferase reporter, luminescence, 24 h | Potency, µM (doses to about 57 µM), inactives show at the top dose activity change, negative = inhibition, actives largely listed as inhibitors | actives 0.72% (n = 360,000) | AID 1745845, 2022; note: potency is the fitted concentration of half-maximal effect; % is set by controls: 0 for no effect and ±100 for the full control effect; nearly all actives have a fitted effect of over 55% in size
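ATXN2-luciferase reporter cells (luciferase flanked by upstream and downstream ATXN2 gene portions) were treated 24 h at 37 °C with compounds at up to 57 uM. SteadyGlo luminescence gave expression; GF-AFC fluorescence gave viability.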
KB-V1 cytotox – qHTS assay for MDR1-selective chemotherapeutics: Primary screen using the drug-selected MDR subline cells KB-V1; Potency, µM (titrated, usually from 46.1 µM), inactives show at the highest dose activity change, negative = cytotoxicity, actives largely listed as cytotoxic; actives 3.4% (n = 400,000); KB-V1 MDR cells viability, CellTiter-Glo, 72 h; note: potency is the fitted concentration of half-maximal effect; % is set by controls: 0 for no effect and ±100 for the full control effect; nearly all actives have a fitted effect of over 60% in size
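In this primary screen, KB-V1 cells overexpressing P-gp are incubated with library compounds (lowest to highest concentration) for 72 h at 37 degrees C before a luminescent ATP viability read.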
MCF10A rerep – A quantitative high throughput screen for small molecules that induce DNA re-replication in MCF 10a normal breast cells | actives 2.9% (n = 350,000) | Potency, µM (series often up to 46.1 µM), for the others: at the top dose activity, positive = re-replication, actives largely listed as activators | MCF 10A DNA re-replication, Hoechst nuclear intensity, 48 h; note: potency is the fitted concentration of half-maximal effect; % of control where 0% means no effect; nearly all actives have a fitted effect of over 50% in size
IL-1B inflam inh – qHTS for Inhibitors of Inflammasome Signaling: IL-1-beta AlphaLISA Primary Screen; THP-1 LPS/ATP IL-1B secretion, AlphaLISA, 16 h; stronger effect = lower value; activity change, % at 57.5 µM; actives 4.7% (n = 360,000); AID 743279, 2014; in the data active = activity change below about -50%; inconclusive = mostly about -30% to -49%; note: % is set by controls: 0 for no effect and ±100 for the full control effect
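THP-1 cells pretreated 1 hr with compounds (up to 57.5 uM final), then stimulated with LPS (250 ng/mL final) plus ATP (1.25 mM final); secreted IL-1B measured by AlphaLISA after 16 hr, decreased signal indicating inhibition.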
HT1080-NT tox – qHTS for induction of synthetic lethality in tumor cells producing 2HG: qHTS for the HT-1080-NT fibrosarcoma cell line; HT-1080-NT fibrosarcoma viability, CellTiter-Glo ATP luminescence, 48 h; Potency, µM (titrated, usually from 46.1 µM), for inactives: top-dose activity, negative = less viability, usual class: cytotoxic; actives 1.6% (n = 360,000);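 note: NT is the 2HG producing partner of a matched IDH1 knockdown line; potency is the fitted concentration of half-maximal effect; 0% = DMSO-treated cells and -100% = media-only wells without cells; nearly all actives have a fitted effect of over 55% in size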
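Fibrosarcoma NT cells, 750 per well in 5% FBS RPMI, were exposed to compound for 48 hours. Viability: CellTiter-Glo luminescence.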
WRN helicase inh – qHTS for Inhibitors of WRN Helicase; WRN helicase unwinding, fluorescent forked duplex, kinetic; Potency, µM (doses to about 114 µM), inactives show at the highest dose activity change, negative = inhibition, usual class: inhibitors; Bifunctional 3'-5' exonuclease/ATP-dependent helicase WRN (Homo sapiens), Q14191; AID 651768, 2012; actives 0.46% (n = 360,000); note: potency is the fitted concentration of half-maximal effect; % is set by controls: 0 for no effect and ±100 for the full control effect; nearly all actives have a fitted effect of over 55% in size
Target sequence (Q14191 whole entry, looked up): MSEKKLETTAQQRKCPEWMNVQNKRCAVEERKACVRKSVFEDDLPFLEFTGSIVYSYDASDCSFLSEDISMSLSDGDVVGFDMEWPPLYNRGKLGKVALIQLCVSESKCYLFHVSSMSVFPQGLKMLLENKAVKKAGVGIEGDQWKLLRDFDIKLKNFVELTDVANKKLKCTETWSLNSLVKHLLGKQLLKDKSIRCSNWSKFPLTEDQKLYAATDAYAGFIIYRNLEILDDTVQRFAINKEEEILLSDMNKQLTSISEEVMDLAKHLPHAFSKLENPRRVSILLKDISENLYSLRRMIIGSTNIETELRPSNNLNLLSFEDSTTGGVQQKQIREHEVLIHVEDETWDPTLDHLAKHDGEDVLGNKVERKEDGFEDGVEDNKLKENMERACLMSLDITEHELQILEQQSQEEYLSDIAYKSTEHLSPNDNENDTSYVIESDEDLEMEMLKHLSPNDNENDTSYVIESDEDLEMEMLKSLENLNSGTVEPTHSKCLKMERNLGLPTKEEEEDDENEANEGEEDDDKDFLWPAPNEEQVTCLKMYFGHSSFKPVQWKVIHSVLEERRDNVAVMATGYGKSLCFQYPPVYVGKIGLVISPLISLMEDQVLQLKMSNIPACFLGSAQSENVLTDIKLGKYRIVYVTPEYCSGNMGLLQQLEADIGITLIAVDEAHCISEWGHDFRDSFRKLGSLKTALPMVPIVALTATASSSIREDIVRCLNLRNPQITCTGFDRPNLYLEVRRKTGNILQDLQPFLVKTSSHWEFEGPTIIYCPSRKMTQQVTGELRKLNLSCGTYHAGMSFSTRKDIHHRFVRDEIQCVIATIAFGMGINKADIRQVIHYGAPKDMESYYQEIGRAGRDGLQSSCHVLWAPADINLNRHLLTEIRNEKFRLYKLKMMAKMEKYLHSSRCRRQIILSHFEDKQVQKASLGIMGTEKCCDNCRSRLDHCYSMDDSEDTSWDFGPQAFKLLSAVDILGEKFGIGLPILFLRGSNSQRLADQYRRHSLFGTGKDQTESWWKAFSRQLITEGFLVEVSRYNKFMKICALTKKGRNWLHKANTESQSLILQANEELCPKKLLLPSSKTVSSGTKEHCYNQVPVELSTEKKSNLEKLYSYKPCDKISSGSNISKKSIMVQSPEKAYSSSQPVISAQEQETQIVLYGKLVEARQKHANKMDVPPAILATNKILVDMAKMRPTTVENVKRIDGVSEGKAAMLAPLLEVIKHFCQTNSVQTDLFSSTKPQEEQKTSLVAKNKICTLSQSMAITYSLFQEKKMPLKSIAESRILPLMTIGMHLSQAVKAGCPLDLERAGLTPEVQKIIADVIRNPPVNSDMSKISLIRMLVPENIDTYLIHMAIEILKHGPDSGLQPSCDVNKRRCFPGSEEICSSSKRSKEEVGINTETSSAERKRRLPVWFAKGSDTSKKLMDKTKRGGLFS
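Enzyme (20 nM final) and test compound sit together 15 min at room temperature before substrate addition. Substrate is a single-forked duplex oligonucleotide (100 nM) labelled with fluorophore and quencher, with 2 mM ATP; helicase unwinding raises red fluorescence, read kinetically.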
KB-3-1 tox – qHTS assay for MDR1-selective chemotherapeutics: Primary screen using the parental adenocarcinoma cell KB-3-1. Potency, µM (top dose mostly 46.1 µM), inactives show at the highest dose activity change, negative = cytotoxic, actives largely listed as cytotoxic. KB-3-1 viability, CellTiter-Glo ATP luminescence, 72 h. actives 1.4% (n = 400,000); note: potency is the fitted concentration of half-maximal effect; % is set by controls: 0 for no effect and ±100 for the full control effect; nearly all actives have a fitted effect of over 60% in size
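Cytotoxicity in the drug-sensitive parental line KB-3-1 was scored as loss of CellTiter-Glo luminescence following 72 h incubation with compound. Values come from curve fitting of normalized concentration-response data.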
SW480 rereplic – A quantitative high throughput screen for small molecules that induce DNA re-replication in SW480 colon adenocarcinoma cells | SW480 DNA re-replication, Hoechst DNA content imaging, 48 h | Potency, µM (titrated, usually from 46.1 µM), for the others: at the top dose re-replication activation, actives largely listed as activators | actives 1.8% (n = 340,000) | AID 624297, 2012; note: potency is the fitted concentration of half-maximal effect; % of control where 0% means no effect; nearly all actives have a fitted effect of over 55% in size
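SW480 cells exposed to compounds for 48 hr at 37 C, 5% CO2, then Hoechst-stained 40 min. Nuclear DNA content imaged by fluorescence scanning (405 nm excitation, 500-530 nm emission); re-replication scored as increased high-intensity nuclei.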
* marks the source's active call; other numbers are inactive results; ? = inconclusive; . = not tested or not shown; [ ] = another dose, or the depositor's remark. Unless noted, calls come from the whole dose curve; as a rule, active = well fitted curve in the direction sought with a large enough effect; inconclusive = small, poorly fitted or top-dose-only effect, or another doubt; inactive = no such curve, though single readings can be large; an effect the other way counts as inactive or inconclusive.

Structure	HT1080 IDH1KD tx	ATXN2 expr inh	KB-V1 cytotox	MCF10A rerep	IL-1B inflam inh	HT1080-NT tox	WRN helicase inh	KB-3-1 tox	SW480 rereplic
O=C(O)c1cccc(S(=O)(=O)N(Cc2ccccc2)c2ccc(Cl)cc2)c1	-8.9%	3.6%	?	0.2%	24.8	-13.9%	3.7%	-2.7%	-8.7%
COCCNC(=O)C1(C)CCCN(C(=O)c2c(-c3ccccc3)noc2C)C1 (stereo unspecified)	18.5%	7.0%	-0.1%	.	6.0	1.6%	-3.5%	0.0%	.
O=C(O)c1ccc(Nc2nc(-c3ccc([N+](=O)[O-])cc3)nc3ccccc23)cc1	-8.3%	.	-17.4%	-0.3%	-1.8	2.1%	-8.7%[11.6 µM]	?	2.9%
CCOc1ccc(OCCCC(=O)ON=C(N)c2ccccc2C)cc1	0.9%	.	3.4%	-0.9%	-2.1	-1.1%	6.0%	7.7%	-1.6%
CCOC(=O)N1CCN(Cc2nnc(-c3ccccc3C)o2)CC1	?	-18.6%	-11.2%	0.0%	6.5	22.4%	1.1%	-0.7%	-6.1%
O=C(O)CSCC(=O)N(c1ccccc1)c1ccccc1	0.1%	-16.6%	?	-3.2%	1.2	1.5%	4.7%	9.1%	-0.4%
COc1ccc(Nc2cc(C)nc3ncnn23)cc1Cl	-2.7%	14.8%	-1.6%	-0.3%	31.9	-19.4%	-17.1%	-3.2%	?
O=C(CSc1nnc(-c2ccco2)n1Cc1ccco1)NCc1ccccc1	-0.2%	-1.1%	-2.0%	6.0%	-24.8	9.9%	-3.5%	4.1%	-3.4%
COc1ccc2c(c1)C(C)=CC(C)(C)N2C(=O)Nc1ccccc1	6.0%	-1.9%	3.0%	1.6%	-1.4	6.4%	-1.5%	10.7%	10.0%
Cc1cc([N+](=O)[O-])c(NC2CCCCC2)c([N+](=O)[O-])c1	-1.4%	10.6%	?	10.6%	-16.3	-2.5%	4.0%	6.5%	-1.0%
CCCCn1c(N)c(N(CCOC)C(=O)c2cc(-c3ccco3)nc3ccccc23)c(=O)[nH]c1=O	6.3%	6.1%	5.5%	-5.4%	8.1	8.6%	?	-6.6%	-0.5%
CCOC(=O)Cc1csc(NS(=O)(=O)c2ccc3ccccc3c2)n1	12.2%	3.6%	-0.2%	2.4%	22.5	16.7%	-0.4%	2.5%	-8.6%
O=c1ccnc(S/C=C/c2ccccc2)[nH]1	-8.2%	27.4%	-1.0%	?	26.5	-0.5%	-12.5%	-6.1%	?
CCOc1cc(C(=O)NC(C)CCc2ccccc2)cc(OCC)c1OCC (stereo unspecified)	?	-5.5%	3.7%	13.6%	8.8	?	2.9%	-0.3%	5.8%
CC(C)NC(=O)c1cc(C2CCCCN2C(=O)c2cc(C(C)(C)C)nn2C)on1 (stereo unspecified)	-1.7%	-8.6%	-7.5%	.	22.0	9.3%	10.3%	0.0%	.
CCOC(=O)[C@]12CCC=C1N(Cc1ccc(Cl)cc1Cl)C(=O)[C@H](CC(=O)NCc1cccc(C(F)(F)F)c1)C2	?	-36.7%	20.6µM*	.	0.0	?	-11.1%	?	.
Cc1c(CCC(=O)O)c(=O)oc2cc3occ(-c4ccc(Br)cc4)c3cc12	-21.7%	-11.9%	10.6%	?	-4.1	-19.0%	-19.2%[11.6 µM]	-3.6%	?
Cc1ccc(C(=O)C(O)C(c2ccc(C)cc2)N2CCCCC2)cc1 (stereo unspecified)	0.2%	-26.5%[11.3 µM]	-29.7%	10.8%	-18.3	-2.7%	-31.4%[57.1 µM]	-13.0%	-3.3%
Clc1ccc(Nc2nc3cccnc3s2)cc1	2.6%	62.2%[activator]	-2.8%	10.4%	24.5	-1.5%	-9.1%	1.2%	1.0%
CCN(CC(=O)Nc1ccccc1C(F)(F)F)C(=O)CSCC(=O)Nc1cc(C)on1	-2.9%	-5.5%	-14.8%	-4.1%	-8.4	-3.9%	-12.8%	0.0%	-5.0%
Cc1cc(CNC(=O)C2CCC(=O)N(CCc3ccc(Cl)cc3)C2)no1 (stereo unspecified)	7.3%	-0.6%	-5.5%	-1.5%	8.6	12.9%	5.6%	0.9%	-5.8%
O=C(Nc1nncs1)c1ccc2c(c1)OCO2	11.9%	-0.1%	3.7%	6.4%	-14.0	16.5%	7.5%	4.7%	-6.4%
Cc1ccc(S(=O)(=O)NCC(=O)NCC(=O)OC(C(=O)NC(N)=O)C(C)C)cc1C (stereo unspecified)	6.9%	-18.2%	19.0%	3.3%	9.7	6.6%	-2.2%	13.6%	-0.9%
Cn1c(=O)[nH]c(=O)c2c1ncn2CCN1CCOCC1	-20.4%	3.4%	0.0%	1.7%	-16.2	-9.8%	9.3%	-47.1%	?
CCCc1nnc(-c2cc(OC)c(OC)c(OC)c2)o1	3.9%	7.7%	-26.2%	13.7%	6.4	14.3%	-20.2%	3.2%	-9.7%
O=C(O)/C(=C\c1ccc(Br)cc1)c1ccc(S(=O)(=O)N2CCCCC2)s1	6.8%	-11.4%	8.8%	?	84.2	23.5%	-32.1%	-5.3%	1.0%
O=C(Nc1cccc2c1C(=O)NC2=O)c1ccc(S(=O)(=O)N2CCCC2)cc1	7.4%	-5.6%	4.2%	0.3%	6.8	4.3%	1.9%[57.1 µM]	3.2%	-2.8%
CCOc1ccc(Nc2nnc(SCc3nc4ccccc4c(=O)[nH]3)s2)cc1	3.4%	.	-0.9%	10.3µM*	65.6	-7.4%	-2.8%	-4.0%	12.7%
COCCn1c(C)cc(C(=O)COC(=O)c2cncc(Br)c2)c1C	23.9%	3.9%	-18.3%	-9.7%	-11.1	9.9%	-16.5%	1.1%	?
O=C(CC1(C(F)(F)F)OCCO1)Nc1ccc2c(c1)OCO2	-1.9%	19.1%	0.4%	-2.2%	-1.4	4.5%	-2.1%	2.2%	-1.7%
CN(C)S(=O)(=O)N1CCN(c2ccc([N+](=O)[O-])cc2)CC1	7.2%	-4.3%	5.6%	4.7%	-6.0	7.5%	-4.8%	1.9%	-9.2%
NC(=O)c1sc2nc(-c3cccnc3)ccc2c1N	2.1%	42.0%[activator]	?	10.1%	-66.7*	11.2%	-26.7%	?	5.4%

Full records from above. Values in the order: HT1080 IDH1KD tx, ATXN2 expr inh, KB-V1 cytotox, MCF10A rerep, IL-1B inflam inh, HT1080-NT tox, WRN helicase inh, KB-3-1 tox, SW480 rereplic
Profile of `O=C(CC1(C(F)(F)F)OCCO1)Nc1ccc2c(c1)OCO2` : -1.9%, 19.1%, 0.4%, -2.2%, -1.4, 4.5%, -2.1%, 2.2%, -1.7%
Profile of `CN(C)S(=O)(=O)N1CCN(c2ccc([N+](=O)[O-])cc2)CC1` : 7.2%, -4.3%, 5.6%, 4.7%, -6.0, 7.5%, -4.8%, 1.9%, -9.2%

Other structures follow.
Structure	HT1080 IDH1KD tx	ATXN2 expr inh	KB-V1 cytotox	MCF10A rerep	IL-1B inflam inh	HT1080-NT tox	WRN helicase inh	KB-3-1 tox	SW480 rereplic
CCCNC(=O)c1ccc(OC)cc1OC	13.5%	?	-2.1%	1.8%	0.0	15.3%	-0.1%	4.1%	-14.3%
COC(=O)COc1cc(C)cc2oc(=O)c(CC(=O)OC)c(C)c12	7.9%	5.4%	19.5%	3.0%	-9.5	9.4%	4.6%	21.5%	0.5%
O=C1OC(c2ccc3c(c2)OCO3)N(C(=O)c2ccc(Cl)c(Cl)c2)c2ccccc21 (stereo unspecified)	-4.8%	45.5%[activator]	0.0%	3.6%	0.0	-7.7%	0.3%	-10.2%	1.3%
Cc1cc(=O)c(C(=O)Nc2cccc(N3CCCC3=O)c2)nn1-c1ccccc1F	8.8%	-12.1%	12.6%	-8.0%	-3.0	14.1%	0.5%	0.0%	-5.3%
O=C(CSc1nnc(Nc2ccccc2F)s1)c1cc2ccccc2o1	13.8%	24.7%	?	20.3%	25.3	8.9%	-5.7%	5.6%	0.6%
COc1ccc(C(=O)Nc2ccccc2N2CCOCC2)cc1[N+](=O)[O-]	-2.0%	-5.1%	20.6µM*	2.6%	-0.5	0.0%	7.2%	16.4%	-104.5%[inhibitor]
CCOC(=O)C1CCN(S(=O)(=O)c2ccccc2[N+](=O)[O-])CC1	1.4%	.	15.3%	-0.8%	1.2	14.7%	0.3%	-0.3%	2.0%
COc1ccc(NC(=O)C2CCC(CNc3c(N4CCCCC4)c(=O)c3=O)CC2)c(OC)c1 (stereo unspecified)	13.5%	2.3%	7.0%	5.6%	-20.8	18.1%	11.1%	-4.6%	-8.9%
COc1ccccc1N1CCN(CCCC(=O)c2ccc(F)cc2)CC1	-16.2%	-8.2%	-23.9%	1.4%	-14.5	-15.8%	-8.4%	0.0%	8.9%
COc1ccc(C(C#N)N2N=C(C)CC2(C)C)cc1OC (stereo unspecified)	24.9%	-0.3%	20.1%	5.3%	-0.8	19.9%	4.0%	-1.6%	-7.9%

Bioassay records from PubChem BioAssay.
